BRCA1 expr act – qHTS Assay to Identify Small Molecule Activators of BRCA1 Expression. 1.1% of 380,000 active. MCF7-BRCA1-FFLuc reporter, luminescence, 48 h; response scale: scaled: vehicle 0%, 10 µM genistein 100%. Potency, µM (series often up to 46.1 µM), for the others: at the highest dose activation, usual class: activators. AID 624202, 2012; active = well fitted activation curve with a large enough effect; also: nearly all actives have a fitted effect of over 80% in size; some results filed as inactive show a strong effect at the top dose
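Compounds are tested at multiple concentrations on MCF7 BRCA1-luciferase reporter cells seeded at 2000 per well; after 48 h, a single luminescence end-point is taken and curves fitted to the normalized data.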
Starred values were filed as active, the others as inactive. Potency is read from the fitted curve at half-maximal effect.

The opening three compounds, to show the layout:
mol	BRCA1 expr act
CN1OC[C@@H]2CN(C(=S)Nc3ccc(C#N)cc3)[C@H](c3ccc(N4CCCCC4)cc3)C[C@@H]21	7%
CC(C)n1c(=O)c2ccccc2n1Cc1cn(CCc2c[nH]c3ccccc23)nn1	11%
COc1ccc(CNC(=O)c2cn(Cc3ccc(OC(C)=O)cc3)c(=O)s2)cc1	-6%

The list itself, from the start:
mol	BRCA1 expr act
CN1OC[C@@H]2CN(C(=S)Nc3ccc(C#N)cc3)[C@H](c3ccc(N4CCCCC4)cc3)C[C@@H]21	7%
CC(C)n1c(=O)c2ccccc2n1Cc1cn(CCc2c[nH]c3ccccc23)nn1	11%
COc1ccc(CNC(=O)c2cn(Cc3ccc(OC(C)=O)cc3)c(=O)s2)cc1	-6%
C[C@H](CO)N1C[C@H](C)[C@H](CN(C)C(=O)Nc2ccccc2F)OCc2cnnn2CCCC1=O	-2%
COCCN1C(=O)c2ccccc2C1c1nnnn1C(C)C (centres undefined)	21%
CCOC(=O)C1=CCC(c2ccc(C#N)cc2)N(S(=O)(=O)c2ccc(C)cc2)C1 (centres undefined)	-5%
COc1ccc(C(C)C)cc1-c1cc(C(=O)NCc2cccc(C(F)(F)F)c2)[nH]n1	-21%
C[C@H](NC(=O)c1ncn2c1c(=O)[nH]c1ccccc12)c1ccccc1	-10%
COc1ccc(CN2CCN(C(=O)c3ccccc3C(=O)c3ccccc3)CC2)cc1F	-1%
COc1ccc(OC)c(N(CCN2C(=O)c3ccccc3C2=O)C(=O)CCl)c1	-17%
c1ccc(OCCNc2ccn3nc(-c4ccco4)cc3n2)cc1	14µM*
CCOC(=O)C1=CCN(S(=O)(=O)c2ccccc2Cl)C1c1ccc(C)cc1 (centres undefined)	-29%
CC1(C(=O)Nc2ccc3c(c2)OCO3)CCN1Cc1ccccc1OC(F)F (centres undefined)	0%
COc1ccc([C@H]2CN(c3ccccc3)C(=O)[C@@H]2CC(=O)Nc2ccccc2)cc1	-15%
COc1cc(-c2cc(NC(C)=O)c3ncc(-c4cc(OC)c(OC)c(OC)c4)n3c2)cc(OC)c1OC	-56%
Cn1c(NCCc2ccncc2)nc2cc(-c3cccc(C(F)(F)F)c3)sc2c1=O	0%
COc1ccc(C(=O)Nc2nc(CC(=O)NCc3c(F)cccc3F)cs2)cc1	94%
CN1CCCC(C)(C(=O)Nc2ccc(-n3cccc3)cc2)C1 (centres undefined)	7%
Cc1cc(C)c2oc(-c3cccc(NC(=O)COc4ccc(Cl)cc4C)c3C)nc2c1	16%
OCC[C@@H]1C[C@H](O)[C@@H](O)[C@@]2(OCc3cc(C(F)(F)F)ccc32)O1	-8%
O=S(=O)(Nc1ccccc1N1CCCC1)c1ccccc1C(F)(F)F	6%
COc1ccc(-c2coc3c(C(=O)N4CCN(C)CC4)cccc23)c(C)c1	-14%
O=C(Oc1ccc[nH]c1=O)C1CC1	-8%
O=C1CCCN1c1ccc([N+](=O)[O-])cc1	0%
CC(=O)Nc1cc(-c2cccc(F)c2)cn2c(-c3ccc(F)c(Cl)c3)cnc12	-38%
NC(c1ccc(F)c(F)c1)c1nc(-c2cc(F)cc(F)c2)cs1 (centres undefined)	0%
CCOC(=O)C1(C)CCCN(C(=O)c2cc(OC)c(OC)c(OC)c2)C1 (centres undefined)	31%
CNC[C@@H]1Oc2cc(Br)ccc2S(=O)(=O)N([C@H](C)CO)C[C@@H]1C	-8%
O=C(Nc1ccc([N+](=O)[O-])cc1)c1cccc([N+](=O)[O-])c1	0%
CCCCCc1c(-c2ccc(OC)c(OC)c2)ncn1CCc1ccccc1OC	-10%
CCOC(=O)[C@]12CCC=C1N(Cc1ccccc1)C(=O)[C@H](CC(=O)NCc1ccccc1)C2	12%
CC(=O)C1=CCC(c2ccc(C(C)C)cc2)N(S(=O)(=O)c2ccc(C)cc2)C1 (centres undefined)	-12%
CC1(C)CN(Cc2ccccc2)C(=O)[C@H]1CC(=O)Nc1ccc(Br)cc1	-30%
COc1cccc(/C=N/NC(=O)c2nnn(-c3nonc3N)c2CN(C)C2CCCCC2)c1	-7%
CCCCCCN1C[C@@H](n2cc(-c3ccc(F)cc3)nn2)[C@H](O)C[C@@H]1c1ccccc1	-40%
CCOC(=O)c1sc(N2C(=O)c3oc4ccc(F)cc4c(=O)c3C2c2ccc(C)cc2)nc1C (centres undefined)	1%
CCOC(=O)C(Cc1ccc(O)cc1)NC(=O)c1cc2c(cn1)[nH]c1ccccc12 (centres undefined)	1%
CN(C)C(=O)CNc1ccn2nc(-c3cccc(OCCN4CCOCC4)c3)cc2n1	2%
Cc1onc(-c2ccccc2)c1C(=O)NC1CCCCC1C (centres undefined)	3%
CCOc1ccc(CCN2C(=O)C(=O)N([C@@H](Cc3ccc(O)cc3)CN3CCC[C@H]3CN3C(=O)C(=O)NC[C@@H]3CC(C)C)C[C@@H]2Cc2ccccc2)cc1	8%
O[C@H]1CN(Cc2cccs2)[C@@H](c2ccccc2)C[C@@H]1n1cc(C2CC2)nn1	-21%
O=C(O)c1ccccc1-c1ccc(C=c2sc3nc4cc(Br)cnc4n3c2=O)o1	-10%
CC(=O)Nc1ccc(C(=O)N2CCCCC2c2cc(C(=O)NC(C)C)no2)cc1 (centres undefined)	11%
CC(C)(C)NC1=NCCNC(c2ccccc2)=C1	1%
Cc1ccc(-c2nc3c(Cl)cc(C(F)(F)F)cn3c2Cc2ccccc2)cc1	35%
COc1ccccc1OCC(=O)Nc1ccc(C(=O)Nc2ccccc2C(=O)O)cc1	21%
COc1ccccc1CNCc1ccc2c(c1)OCO2	-4%
NC(=O)c1ccsc1NC(=O)COC(=O)CCc1ccccc1	-2%
COc1ccc(C=C2CCc3ccccc3C2=O)cc1	46%
CN(C)CCN1CCN(C2CN(C3CCCCC3)S(=O)(=O)C2)CC1 (centres undefined)	21%
COc1cc(C(O)c2nc(-c3cccc(C(C)C)c3)cs2)ccc1F (centres undefined)	2%
CCOC(=O)c1c(C)[nH]c(C(=O)OC(C(=O)N(C)C)c2ccccc2)c1C (centres undefined)	-6%
Cc1cc2nc(NC(=O)C3(C)CCN(C)C3)[nH]c2cc1C (centres undefined)	0%
OC[C@@H]1CN(CCN2CCOCC2)C[C@H](n2cnc3c(NCc4ccc(F)cc4)ncnc32)O1	-6%
Cc1cccc(C(O)c2ncc(-c3ccccc3)[nH]2)c1C (centres undefined)	0%
CC(=O)Nc1ccc(NC(=O)c2nc(SCc3ccccc3F)ncc2Cl)cc1	-5%

Exported field by field: entries from further up
Compound: CCOC(=O)c1c(C)[nH]c(C(=O)OC(C(=O)N(C)C)c2ccccc2)c1C (centres undefined)
  BRCA1 expr act = -6%

Compound: Cc1cc2nc(NC(=O)C3(C)CCN(C)C3)[nH]c2cc1C (centres undefined)
  BRCA1 expr act = 0%

Compound: OC[C@@H]1CN(CCN2CCOCC2)C[C@H](n2cnc3c(NCc4ccc(F)cc4)ncnc32)O1
  BRCA1 expr act = -6%

Compound: Cc1cccc(C(O)c2ncc(-c3ccccc3)[nH]2)c1C (centres undefined)
  BRCA1 expr act = 0%

(continued)
mol	BRCA1 expr act
Cc1cccnc1C(NC(=O)C1CCN(CCOc2ccc(F)cc2)CC1)c1ccc(Cl)cc1 (centres undefined)	-29%
CCN(CCn1cccn1)C(=O)c1ccc(OC2CCN(C(=O)CCOC)CC2)cc1	-2%
Cc1cc(C(=O)N2CCc3ccccc32)ccc1[N+](=O)[O-]	45%
CCCCN1C(=O)C(CC(=O)NCc2cccc3ccccc23)CC(C(=O)N(C)C)=C1C (centres undefined)	3%
CC(=O)N1CCOC12CCN(Cc1ccccc1)CC2	7%
CCC1NC(=O)c2cc3ccccc3cc2-n2c1nc1cc(OC)c(OC)cc1c2=O (centres undefined)	0%
COc1cc(C(C)=O)ccc1OCC(=O)Nc1ccc(S(=O)(=O)N2CCCCC2)cc1	-6%
O=C(Nc1nnc(-c2ccco2)o1)c1ccc(S(=O)(=O)N2CCCCC2)cc1	-15%
CC1(Cc2ccccc2C#N)C(=O)Nc2cc(-c3ccccc3Cl)ccc21 (centres undefined)	-9%
O=C(Nc1ccc(OCc2ccccc2)cc1)Nc1nnc([C@H]2C[C@H](O)[C@@H](CO)O2)s1	12%
C[C@H]1CN([C@@H](C)CO)C(=O)CCCn2cc(nn2)CO[C@@H]1CN(C)S(=O)(=O)c1ccc(-c2ccccc2)cc1	-8%
O=C(NCc1cccnc1)c1ccc(-c2ccc(F)c(F)c2)c2ccoc12	-60%
Cc1cc(C(=O)OC(C)C(=O)NC2CCCCC2C)c2ccccc2n1 (centres undefined)	1%
CCc1cc(C(=O)Nc2cc(S(=O)(=O)N3CCCCC3)ccc2N2CCN(C)CC2)sc1C	-63%
CCCn1c(=S)[nH]c2cc(C(=O)N3CCN(c4ccc(F)cc4)CC3)ccc2c1=O	-29%
Nc1ccn([C@@H]2O[C@H](C(=O)NCCCN3CCCC3=O)[C@@H](O)[C@H]2O)c(=O)n1	6%
Nc1c(Cl)cc(/C=C2\C=Cc3ccccc32)cc1Cl	-5%
COc1ccccc1N(C)c1cc2c(c3c1ccn3C)C1CCC2O1 (centres undefined)	-22%
O=C1CC(c2ccccc2)CC2=C1C1(CCCC1)N=C(Nc1nc3ccccc3o1)N2 (centres undefined)	-23%
O=C1NC[C@@H](CCCCN2C[C@H](Cc3ccccc3)N(Cc3ccccc3)C(=O)C2=O)N(Cc2ccccc2)C1=O	-3%
CC1(C(=O)NS(=O)(=O)c2cccc(F)c2)CCN1C(=O)Cc1ccc(Cl)cc1Cl (centres undefined)	6%
C[C@H]1CN([C@@H](C)CO)C(=O)CCCn2cc(nn2)CO[C@@H]1CN(C)S(=O)(=O)c1ccc(Oc2ccccc2)cc1	-8%
O=C(c1cccs1)N1C[C@H](n2cc(C3CC3)nn2)[C@@H](O)C[C@@H]1c1ccc(Cl)cc1	-6%
COc1ccc(-c2csc(C(O)c3ccc(F)c(F)c3)n2)cn1 (centres undefined)	15%
CCCCCCN1C[C@H](n2cc(-c3ccc(F)cc3)nn2)[C@@H](O)C[C@@H]1c1ccccc1	1%
N#Cc1ccc2sn(-c3ccccc3)c(=O)c2c1	11µM*
Cn1c(SCC(=O)NCCC2=CCCCC2)nnc1C(F)(F)F	1%
COC1CC(N)C2OC(c3ccccc3)OCC2O1 (centres undefined)	14%
COc1ccc(CNC(=O)c2sc(=O)n(Cc3ccc(S(=O)(=O)N(C)C)cc3)c2C)cc1	-4%
COc1cccc(CN2CCC2(C)C(=O)Nc2ccc(C)cc2)c1F (centres undefined)	17%
Cc1ccc(OCCNC(=O)[C@H]2O[C@@H](n3ccc(N)nc3=O)[C@H](O)[C@@H]2O)cc1C	12%
O=C(C[n+]1cccc(C(=O)Nc2ccccc2)c1)c1ccc(Cl)cc1	1%
CCOC(=O)C1(C)CCCN(C(=O)c2ccc(OC)c(OC)c2)C1 (centres undefined)	6%
O=C1NC[C@H](Cc2ccccc2)N(C[C@@H]2CCCN2C[C@H](Cc2ccc(O)cc2)N2C[C@H](Cc3ccccc3)N(CCc3ccccc3)C(=O)C2=O)C1=O	-4%
Cc1cc(OCC(=O)OCC(=O)N(Cc2ccccc2)C(C)(C)C)ccc1Cl	2%
CCCCNC(=O)C1c2ccccc2OCC(=O)N1CCOC (centres undefined)	20%
Cc1cc(F)ccc1-c1cc(C(=O)NCc2ccc(C(F)(F)F)cc2)[nH]n1	-10%
CC1(C(=O)NS(=O)(=O)c2ccc(F)cc2F)CCN1C(=O)CCc1ccccc1 (centres undefined)	48%
CC(C)c1ccc(C(=O)N2CCOCC2c2cc(C(=O)Nc3ccccc3)no2)cc1 (centres undefined)	7%
O=C(NCC(c1cccs1)N1CCOCC1)c1cc(F)cc(F)c1 (centres undefined)	-58%
Cn1ccc2c(N3c4ccccc4CCc4ccccc43)cc3c(c21)C1CCC3C1 (centres undefined)	-50%
CN(C)S(=O)(=O)c1cccc(NC(=O)COc2ccccc2C(=O)Nc2ccccc2)c1	-55%
CCN(CC)C(=O)c1cccc(-c2csc(C(NC(C)=O)c3ccc(F)c(F)c3)n2)c1 (centres undefined)	-5%
O=C(Nc1ccc([N+](=O)[O-])cc1Cl)c1cccc([N+](=O)[O-])c1	58%
Cc1cccc(C(=O)N2CCC(C)(C(=O)NS(=O)(=O)C3CC3)C2)c1C (centres undefined)	11%
Fc1ccc(Nc2nc(NCc3ccccc3)nc3ccsc23)cc1	-18%
Cc1cccc(C)c1C(O)c1ncc(-c2cccc3ccccc23)[nH]1 (centres undefined)	8%
N#CN1C2CCC1CC(O)(c1ccccc1)C2 (centres undefined)	-6%
CCc1nc2ccc(C(=O)Nc3ccc(OC)c(OC)c3)cn2c1N(C)Cc1ccc(OC)cc1	-18%
Cc1ccc([C@H]2C[C@@H](n3cc(C4CC4)nn3)[C@H](O)CN2C(=O)C2CCCCC2)cc1	2%
CCOC(=O)N(C)C[C@H]1OCc2cnnn2CCCC(=O)N([C@@H](C)CO)C[C@@H]1C	6%
CC(=O)OCC(C)n1c(=O)c2ccccc2n1C(C)=O (centres undefined)	3%
O=C(CCCN1C(=O)/C(=C\c2cccc(Br)c2)SC1=S)Nc1ccc(C(=O)O)cc1	6%
CCOC(=O)c1c(C)c(C)n2c1NC(=O)C2	-7%
CCCCC(=O)N(C)c1c(C)nc2ccc(C(=O)N(CC)CCN(C)C)cn12	18%
Fc1ccc(-c2ccc3nccn3c2)cc1Cl	40%

Screening data: PubChem BioAssay, National Center for Advancing Translational Sciences (NCATS)

Not all compounds are listed, so the mix of outcomes need not match the whole.
